# Screens from PubChem BioAssay.
# ABCB6 inh MLPCN: blocks the human ABCB6 transporter; Q9NP58; K562-ABCB6 porphyrin accumulation, flow cytometry, 1 h; active compounds read low; fluorescence ratio to DMSO, % at 10 µM; 360,000 tested, 0.19% active; AID 602162;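 active = fluorescence ratio to DMSO below 75%, the collection mean minus 3 SD; inconclusive = too few cells collected in the well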;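 note: signal is porphyrin accumulated inside mitochondria; 100% equals median channel fluorescence of DMSO control wells; lower ratio means ABCB6 inhibition with less porphyrin fluorescence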
# Cardio protect: myocardial damage modulation in H9c2 cells. H9c2 cardiomyocytes, H2O2 injury protection, ATPLite, 2 h. protection from H2O2 cell death, % at 20 µM. 360,000 tested, 0.63% active. AID 588492;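 active = compounds giving at least 50% protection of heart cells from peroxide-induced death in the single-dose screen, raw or plate-pattern-corrected value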;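 note: 0% = DMSO wells with peroxide and 100% = DMSO wells without peroxide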
# Exocytosis inh: lytic granule exocytosis inhibition. TALL-104 LAMP-1 surface exposure, flow cytometry; cells stimulated with thapsigargin and PMA. inhibition, % at 10 µM. 360,000 tested, 0.66% active;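 active = inhibition above about 55%, limit read from the data; inconclusive = no clear call, values can overlap the other calls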
# hiPSC survival: hiPSC single-cell survival enhancement | survival enhancement, % at 20 µM | 360,000 tested, 0.044% active | ATPlite luminescence; 100% = ROCK inhibitor wells, 0% = DMSO; in the data active = survival enhancement above about 18%;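 note: cells exposed to compounds for 16 hours before the ATP read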
# PDI turbidity: inhibitors of human protein disulfide isomerase | P07237 | PDI insulin aggregation turbidity, A650, 90 min | inhibition, % at 10 µM | 350,000 tested, 0.052% active;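 active = mean inhibition across replicates of 30% or more, whatever share of single replicates reach that level; inconclusive = mean inhibition below 30% while every single replicate reaches 30%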;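 note: absorbance from insulin aggregation driven by PDI reduction with DTT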
# Target sequence (P07237 whole entry, looked up): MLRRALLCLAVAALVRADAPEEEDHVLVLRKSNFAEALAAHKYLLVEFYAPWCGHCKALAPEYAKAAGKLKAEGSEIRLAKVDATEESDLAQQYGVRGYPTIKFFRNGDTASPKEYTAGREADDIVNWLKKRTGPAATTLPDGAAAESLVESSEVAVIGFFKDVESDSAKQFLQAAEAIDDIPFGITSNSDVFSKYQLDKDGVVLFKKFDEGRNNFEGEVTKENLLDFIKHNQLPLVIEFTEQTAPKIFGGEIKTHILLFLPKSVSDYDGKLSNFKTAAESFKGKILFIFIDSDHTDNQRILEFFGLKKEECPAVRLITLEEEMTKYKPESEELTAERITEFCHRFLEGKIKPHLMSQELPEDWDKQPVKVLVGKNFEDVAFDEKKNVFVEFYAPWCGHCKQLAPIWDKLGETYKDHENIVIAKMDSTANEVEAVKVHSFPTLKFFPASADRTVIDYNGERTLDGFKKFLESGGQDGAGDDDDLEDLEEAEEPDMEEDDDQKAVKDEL
# Vif inh: blocks HIV Vif function | 340,000 tested, 0.35% active | HEK293T cells, Vif self-association by quenched fluorescence, imaging, 24 h | AID 602346 | inhibition, % at 7.49 µM; in the data active = inhibition above about 50%, passing the limit was not always enough; inconclusive = no clear call, values can overlap the other calls; inactive = below about 31%; note: some results filed as inactive read as strong as hits
# CaV13 ICDI inh: Primary screen for inhibitors of IQ motif and Ca2+-dependent inactivation inhibitor domain binding in CACNA1D, Förster resonance energy transfer in living cells, …; HEK cells, CFP/YFP FRET ICDI-IQ, plate reader, 10 min; percent FRET-ratio fall versus neutral wells; inhibition, % at 12.3 µM; 340,000 tested, 0.098% active;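 active = mean replicate inhibition of at least 30% and at least 1% of replicates passing that level; inconclusive = only one of the two criteria is met; inactive = neither criterion is met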;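 note: 0% = median of the neutral control wells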
# aDG glyco up: increases alpha dystroglycan glycosylation | Pro5-aDG cells, alpha-DG glycosylation AlphaScreen (IIH6); 0% Pro5, 100% B10-LARGE cell signal | activation, % at 10 µM | 360,000 tested, 0.22% active | AID 624168;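 active = activation of at least 8% versus controls, or a plate z-score of at least 8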;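 note: Pro5 are CHO cells carrying HIG-tagged alpha-DG that lacks glycosylation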
# HTR2A ag: activates the mouse 5-HT2A serotonin receptor. CHO-K1 mHTR2A beta-arrestin complementation, luminescence; percent of 30 µM serotonin response. AID 624169. 360,000 tested, 0.66% active. activation, % at 7.6 µM. P35363;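 active = activation above a run cutoff, the mean activation of all tested compounds plus 3 SD, cut at about 14% in these data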;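 note: 0% = plate median of compound wells and 100% = 30 µM serotonin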
# Target sequence (P35363 whole entry, looked up): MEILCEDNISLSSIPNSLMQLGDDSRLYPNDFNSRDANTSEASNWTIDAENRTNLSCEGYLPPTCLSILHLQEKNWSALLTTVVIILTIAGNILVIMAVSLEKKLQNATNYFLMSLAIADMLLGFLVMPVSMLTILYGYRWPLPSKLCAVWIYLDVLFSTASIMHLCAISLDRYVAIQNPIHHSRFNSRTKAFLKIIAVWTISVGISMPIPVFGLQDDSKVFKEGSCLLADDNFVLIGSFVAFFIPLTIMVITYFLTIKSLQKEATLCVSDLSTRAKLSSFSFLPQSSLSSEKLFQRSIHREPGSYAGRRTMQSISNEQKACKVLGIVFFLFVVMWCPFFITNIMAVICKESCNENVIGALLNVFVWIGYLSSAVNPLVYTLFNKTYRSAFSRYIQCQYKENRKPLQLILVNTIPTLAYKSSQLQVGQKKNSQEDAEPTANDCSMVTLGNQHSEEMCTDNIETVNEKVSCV
# Glyco luc inh: blocks N-linked glycosylation in D54 reporter cells; D54 ERlucT glycosylation luciferase reporter, 24 h; percent of 100 nM tunicamycin response; reporter increase, % at 12.5 µM; 360,000 tested, 0.23% active;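 active = mean luciferase reporter signal, scaled so untreated is 0 and the glycosylation-blocking control 100, at or above a set limit in every replicate; inconclusive = mean reaches the limit but not every replicate does; inactive = mean below the limit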;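 note: luciferase carries N-glycosylation sites so blocking glycosylation raises the light; 0% = median of neutral control wells and 100% = median of 100 nM tunicamycin wells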
# * marks the source's active call; other numbers are inactive results; ? = inconclusive; . = no result given.
SMILES,ABCB6 inh MLPCN,Cardio protect,Exocytosis inh,hiPSC survival,PDI turbidity,Vif inh,CaV13 ICDI inh,aDG glyco up,HTR2A ag,Glyco luc inh
CC(=O)OCc1c(C)cc(C)c(/C=C(/C#N)C(N)=O)c1C,100.0,6.0,0.0,-0.1,-0.1,8.5,-2.0,0.6,-1.3,1.6
N=c1n(CCN2CCCC2)c2ccccc2n1CC(O)c1ccc(Cl)c(Cl)c1 (centres undefined),100.0,-0.1,42.2,-5.8,-2.1,-11.8,1.5,1.3,-6.2,-6.1
COc1ccc(CN(CC(=O)NC2CCCC2)C(=O)c2csnn2)cc1,102.0,11.6,2.7,-0.3,11.3,-5.3,-6.7,0.0,8.3,0.2
CN(C)/C=N/c1nccc(-c2cccs2)n1,105.0,-3.4,1.9,0.3,4.4,-3.6,-1.2,-0.2,1.1,4.0
COCCN(C(=S)Nc1ccc(C)cc1C)C(C)c1cccs1 (centres undefined),94.0,-0.7,2.4,0.3,-3.0,-0.7,-16.9,0.0,2.1,1.5
O=C(O)c1ccccc1-c1csc(-c2ccccc2)n1,101.0,0.9,4.7,-2.2,-4.7,-13.2,-5.0,-0.3,5.7,-1.9
CCOc1ccc(C(=O)Cn2cnnc2C#N)cc1,94.0,-3.8,-2.3,1.1,8.3,-24.8,-2.8,-0.2,5.2,2.5
CCOc1ccc(NC(=S)NCc2nc3ccccc3[nH]2)cc1,98.0,-4.0,7.2,1.8,-2.3,-3.4,-5.0,0.4,1.2,-0.8
CCc1cc2c(=O)[nH]c(Cc3ccccc3)nc2s1,101.0,-12.1,-1.8,-0.9,-5.2,2.3,-5.2,-0.2,4.9,1.1
O=C(CCCN1C(=O)/C(=C/c2ccccc2)SC1=S)N1CCOCC1,101.0,-19.3,1.7,-0.4,-9.4,2.6,-7.1,0.1,2.5,-3.2
Nc1nc(C23CC4CC(CC(Cl)(C4)C2)C3)cs1,96.0,2.7,-3.7,-0.4,4.3,8.3,-4.7,-0.1,8.8,1.7
COc1cccc(OCc2cc(C(=O)NCc3ccccn3)no2)c1,101.0,-5.3,-5.8,0.2,-1.8,-5.7,-2.6,-0.2,-0.1,-2.5
CCCN1C(=O)c2ccc(C(=O)NC3CCCCC3)cc2C1=O,99.0,-5.4,3.5,-2.1,4.9,5.0,.,-0.1,2.9,-0.5
CCOC(=O)N1CCC(N2C(=O)c3ccccc3C2Nc2ccc(C)cc2)CC1 (centres undefined),99.0,19.3,0.8,-0.5,.,-8.7,-3.3,0.4,1.6,-2.3
Cn1cnnc1SCc1nnc(-c2ccccc2Br)o1,93.0,1.3,4.2,0.0,5.3,-8.0,-1.4,0.4,4.6,2.0
Cc1cc(O)c(C(=O)Cc2csc(C)n2)c(O)c1,97.0,-12.2,8.0,-1.5,2.3,-6.6,11.7,0.0,-5.7,-1.2
O=Nc1ccc(NOC(=O)c2ccccc2)cc1,101.0,-15.6,-8.2,3.0,-2.4,-17.8,-2.5,-0.1,-0.1,-3.6
CCOC(=O)C(=CNc1nc(-c2ccc3ccccc3c2)cs1)C(=O)OCC,104.0,19.6,15.6,1.4,-3.1,.,-3.4,-0.1,-1.6,1.8
O=C(CSC1=Nc2ccccc2C2CC=NN12)Nc1ccc(F)c(F)c1F (centres undefined),103.0,-3.7,-3.7,-1.6,-11.1,-3.6,-3.5,0.3,1.5,-0.2
O=C(Nc1ccc(S(=O)(=O)N2CCCCC2)cc1)c1ccc(F)cc1,96.0,-6.4,-1.2,-0.5,5.9,-15.0,-18.5,0.6,-8.2,-4.5
COc1ccccc1CN1C[C@@H]2C[C@@H](c3ccccc3C)N3CCC[C@@]23C1=O,98.0,-0.4,2.9,1.4,-16.2,.,3.3,0.2,-2.0,-0.7
O=C1NC(Cc2ccccc2)C(=O)N1CC(=O)N1CCCc2ccccc21 (centres undefined),101.0,-3.3,1.9,0.6,-4.6,-10.6,-4.5,-0.2,2.9,-1.9
O=C(CN1C(=O)S/C(=C\c2cccs2)C1=O)Nc1ccc(O)cc1C(=O)O,94.0,1.1,-7.7,-0.5,0.8,-6.5,-5.0,0.1,3.5,2.6
CCOc1cccc(-c2cc(C(=O)Nc3ccon3)c3ccccc3n2)c1,97.0,-1.6,-10.9,0.2,6.5,1.3,-2.2,-0.2,-1.2,3.6
Cc1nc(-c2ccc(Cl)cc2)sc1C1(C)CC(c2ccc([N+](=O)[O-])cc2)=NO1 (centres undefined),101.0,-12.4,-1.6,-1.3,-1.8,.,-10.7,-0.3,-4.3,1.0

# Entries above that have a COOH group (two):
SMILES,ABCB6 inh MLPCN,Cardio protect,Exocytosis inh,hiPSC survival,PDI turbidity,Vif inh,CaV13 ICDI inh,aDG glyco up,HTR2A ag,Glyco luc inh
O=C(O)c1ccccc1-c1csc(-c2ccccc2)n1,101.0,0.9,4.7,-2.2,-4.7,-13.2,-5.0,-0.3,5.7,-1.9
O=C(CN1C(=O)S/C(=C\c2cccs2)C1=O)Nc1ccc(O)cc1C(=O)O,94.0,1.1,-7.7,-0.5,0.8,-6.5,-5.0,0.1,3.5,2.6

# Next section:
SMILES,ABCB6 inh MLPCN,Cardio protect,Exocytosis inh,hiPSC survival,PDI turbidity,Vif inh,CaV13 ICDI inh,aDG glyco up,HTR2A ag,Glyco luc inh
CCOC(=O)CNC(=O)/C=C/c1c(Cl)cccc1Cl,94.0,1.2,-3.5,-0.2,0.0,2.7,-5.5,0.1,-3.7,-0.3
CC(C)(C)OC(=O)C[C@@H]1C/C=C\C[C@H](CC(=O)N(CCO)Cc2ccccc2)C(=O)N[C@H](Cc2ccccc2)COC1=O,103.0,15.7,-0.4,-1.7,-1.5,-7.4,-12.6,-0.2,-9.5,-1.0
COc1cc(OC)c(C(=O)Nc2ccc(S(=O)(=O)N3CCCCC3)cc2)cc1OC,96.0,-1.9,-5.8,0.2,-2.6,-4.1,-6.2,0.0,-0.1,-1.2
Oc1ccc(C(=S)N2CCCCC2)cc1,102.0,-3.3,5.6,-2.8,-4.3,-15.5,-5.0,-0.3,0.8,-0.2
Cc1ccc(Cn2c(C)cc3c(c2=O)C(c2cccs2)C(C#N)=C(N)O3)cc1 (centres undefined),97.0,1.9,-0.6,-0.7,-1.6,.,-7.7,-0.1,-0.4,1.7
CC(C)(C)OC(=O)N1CCCC1C(=O)N1CCc2ccccc21 (centres undefined),104.0,1.4,-1.1,1.7,-5.3,-3.9,-4.5,0.0,-4.1,-1.3
CCCCOC(=O)C1=C(C)Nc2nnnn2C1c1ccccc1Cl (centres undefined),89.0,-2.5,0.7,0.7,-15.2,-13.1,-3.5,0.0,4.3,-2.6
CCN(Cc1ccc2c(c1)OCCO2)C(=O)CN1C(=O)NC2(CCc3ccccc32)C1=O (centres undefined),106.0,-3.4,-11.2,0.8,3.2,2.5,-6.3,-0.1,-7.1,-2.0
CCOc1ccc(/C=N/n2cc(-c3ccccc3)[nH]c2=S)cc1,97.0,-7.9,0.2,0.2,2.3,-3.1,-17.1,-0.1,1.3,-0.2
COc1ccc(C)cc1NC(=O)c1ccc(OC(F)F)cc1,102.0,-1.0,-2.7,2.3,-10.8,-1.7,-5.9,-0.1,-3.7,-1.4
O=C(c1ccco1)N(CCO)Cc1cc2cc3c(cc2[nH]c1=O)OCO3,86.0,10.3,-1.8,1.7,4.4,-3.2,-5.6,-0.2,3.0,2.2
CCOc1ccc(C(=O)NNC(=O)c2cc(S(=O)(=O)N3CCOCC3)ccc2Cl)cc1,96.0,-5.8,3.8,-0.4,-1.7,3.5,-2.3,0.0,-7.3,1.2
CC(C)OCCCNC(=S)Nc1ccc2nc3n(c(=O)c2c1)CCCCC3,99.0,-5.4,-2.2,0.8,-5.9,-0.6,-6.2,-0.1,-2.6,-1.1
O=C(CN1CCN(c2ccc(O)cc2)CC1)N1CCc2ccccc21,96.0,-5.6,-3.1,-0.3,-1.5,26.0,-3.0,-0.1,-10.8,1.4
CCOC(=O)NC(=O)/C(N=Nc1cccc(C(F)(F)F)c1)=C(\C)O,96.0,-4.5,-0.4,-0.4,5.5,-9.5,-16.4,-0.1,10.5,1.2
Cc1c(NC(=O)CSc2nncc3ccccc23)c(=O)n(-c2ccccc2)n1C,101.0,5.7,0.1,1.0,-1.0,?,-4.1,-0.1,-2.3,-1.8
COC(=O)c1cccc2c1C(=O)c1cc([N+](=O)[O-])ccc1-2,153.0,1.5,1.8,-2.4,1.5,-2.5,-6.5,0.2,4.6,-0.4
CCC(=O)Nc1ccc(C(=O)COC(=O)c2nc3nccc(C)n3n2)cc1,97.0,4.6,-4.0,-1.7,8.3,-4.3,-6.7,-0.2,1.8,0.2
O=S(=O)(c1ccc(F)cc1)N1CCN(c2ncnc3c2cnn3-c2ccccc2)CC1,91.0,-1.2,-3.7,3.2,-9.3,-1.7,.,0.3,-1.6,-6.0
COc1cc(C2c3sc(=O)[nH]c3SC3C(=O)N(c4ccc(Br)cc4)C(=O)C32)ccc1O (centres undefined),97.0,6.5,-1.1,-0.8,-0.8,-2.0,-0.9,0.0,-0.3,1.3
Cc1ccc(Nc2c(F)c(F)c(F)c(F)c2C(=O)O)c(C)c1,98.0,-5.2,6.4,-2.8,0.7,-1.5,-0.8,0.0,6.8,0.2
COc1ccc(C)cc1N(C(=O)c1snc(C(N)=O)c1N)C(C(=O)NC1CCCCC1)c1ccc(C)o1 (centres undefined),99.0,-8.7,43.4,0.7,-18.7,21.8,-3.8,0.1,1.3,-6.9
Cc1ccc(CS(=O)(=O)CCC(=O)NCc2ccc3c(c2)OCO3)cc1,99.0,-2.3,2.7,1.8,-2.4,3.0,.,-0.1,-7.9,2.7
NC(=O)NC(CC(=O)NCCCc1ccccc1)c1ccccc1Cl (centres undefined),101.0,4.0,-8.3,-0.5,14.7,-10.2,4.5,-0.3,-3.0,-0.4
C[C@H]1CN([C@@H](C)CO)C(=O)CCCn2nncc2CO[C@@H]1CN(C)S(=O)(=O)c1cccc(F)c1,102.0,0.2,-1.6,-0.2,0.9,.,-7.2,-0.1,2.3,1.2
Cc1ccc(S(=O)(=O)NCCC(=O)NCc2ccc3c(c2)OCO3)cc1C,99.0,-4.8,-4.0,7.4,1.9,-5.5,-4.6,0.0,-4.1,-1.0
O=C(CSc1nnc(-c2ccccc2)o1)c1nnc(-c2ccccc2)o1,120.0,5.0,-1.9,5.7,-0.7,-3.1,-5.1,-0.2,3.0,-0.3
O=C(OCCN1CCN(C2=NS(=O)(=O)c3ccccc32)CC1)c1cccc(Br)c1,97.0,-5.6,-0.7,-0.3,12.1,-3.2,.,0.1,-8.0,0.9
Cc1cc(C)cc(N2CCCn3c2nc2c3c(=O)n(CCN3CCOCC3)c(=O)n2C)c1,103.0,5.6,12.4,-2.5,8.3,-19.0,.,0.0,-2.0,3.8
O=C(c1c(F)cccc1F)N1CCN(S(=O)(=O)c2ccc3c(c2)OCCO3)CC1,89.0,8.8,1.1,-2.6,-0.2,-4.3,-5.0,-0.4,-0.8,15.6

# A few values from the list.
# Cc1ccc(S(=O)(=O)NCCC(=O)NCc2ccc3c(c2)OCO3)cc1C | aDG glyco up: 0.0
# COc1ccc(C)cc1N(C(=O)c1snc(C(N)=O)c1N)C(C(=O)NC1CCCCC1)c1ccc(C)o1 (centres undefined) | aDG glyco up: 0.1
